Bioassay records deposited in PubChem by National Center for Advancing Translational Sciences (NCATS).
G9a inh: G9a (human) methyltransferase inhibition; 8.8% of 350,000 active; Potency, µM (titrated, usually from 102 µM), inactives show top-dose activity, negative = inhibition, usual class: inhibitors; G9a H3K9 monomethylation, AlphaScreen, 2 h; Q96KQ7; note: potency is the fitted concentration of half-maximal effect; % is set by controls: 0 for no effect and ±100 for the full control effect; nearly all actives have a fitted effect of over 75% in size
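Chemiluminescent proximity detection of H3K9 monomethylation, read after 10 min bead incubation in the dark. Reaction: 20 nM G9a, 500 nM biotin-H3K9 peptide, 20 uM SAM cofactor, 2 h, room temperature, following 15 min enzyme-compound preincubation.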
GLS inhibitor: inhibitors of human glutaminase (GLS); 0.21% of 410,000 active; Potency, µM (top dose mostly 45.5 µM), for the others: at the highest dose activity change, negative = inhibition, actives largely listed as inhibitors; O94925; GLS enzymatic activity, qHTS titration; note: potency is the fitted concentration of half-maximal effect; % is set by controls: 0 for no effect and ±100 for the full control effect
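hKGA in 45 mM KH2PO4 (pH 8.2), 0.02% Tween-20 with compound, then 1mM L-Glutamine (stock as added) plus glutamate oxidase/HRP/Amplex red coupling mix. Fluorescence read initially and after 30 min at RT; signal change reflects glutamate formation.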
ERG Ets-DNA blk: inhibitors of human ERG Ets domain-DNA interaction | P11308 | fluorescence polarization, His-ERG Ets domain / labelled DNA | Potency, µM (top dose mostly 76.9 µM), for inactives: at the highest dose FP activity, negative = inhibition, actives largely listed as inhibitors | 0.028% of 370,000 active | AID 624246; active = well fitted inhibition curve with a large enough effect in the polarisation, with a control signal flat; inconclusive = small, poorly fitted or top-dose-only effect, or effect the other way, or a change in a side signal; inactive = no such curve, though single readings can be large or run the other way; the % refers to the polarisation;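 note: polarization taken with two DNA probes labelled with fluorescein and Texas red; potency is the fitted concentration of half-maximal effect; % of control where 0% means no effect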
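His-tagged ERG Ets domain (1 uM in the protein solution; 300mM KCl, 50mM Tris-HCl, 1mM EDTA, 1mM DTT, pH 7.5) received compound, then a probe mix of 5 nM fluorescein-DNA and 100nM Texas-615-DNA. Fluorescence polarization was read for both dyes.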
RGS4 inhibitor: human RGS4 inhibition; Potency, µM (series often up to 114 µM), inactives show at the top dose activity change, negative = inhibition, actives largely listed as inhibitors; P49798; 0.039% of 390,000 active; Transcreener GDP fluorescence polarization, RGS4-accelerated GTP hydrolysis; AID 504845; note: potency is the fitted concentration of half-maximal effect; % is set by controls: 0 for no effect and ±100 for the full control effect; nearly all actives have a fitted effect of over 75% in size; some results filed as inactive show a strong effect at the top dose
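MLSMR compounds (23 nl, pin-transferred) preincubated 10 min at room temperature with a 500nM (2x) first reagent, then RGS4 at 900nM (2x) plus Transcreener GDP mix added; fluorescence polarization (620/688 nm) read before and after 90 min at 30 °C.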
PI4K2A inh: PI4K2A (human) kinase inhibition; Q9BTU6; purified PI4K2A, ADP-Glo luminescence, 1 h; stronger effect = lower value; activity change, negative = inhibition, % at 76.9 µM; 0.13% of 420,000 active; AID 1346378; in the data active = activity change below about -50%; inconclusive = mostly about -30% to -49%;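 note: -100% = wells without enzyme as full effect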
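PI4K2A activity was measured by ADP-Glo luminescence: enzyme (4 ug/mL stock) and phosphatidylinositol (1.2 mM stock) in Tris pH 7.5/MgCl2/EGTA/Triton X-100 buffer were reacted with ATP (300 microM stock) for one hour at ambient temperature.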
12-LOX inh: blocks human arachidonate 12S-lipoxygenase; purified 12hLO, xylenol orange hydroperoxide absorbance; Potency, µM (top dose mostly 108 µM), inactives show top-dose activity change, negative = inhibition, hits mostly inhibitors; 1.1% of 580,000 active; note: potency is the fitted concentration of half-maximal effect; % is set by controls: 0 for no effect and ±100 for the full control effect
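Purified human 12hLO (150 nM final) in 25 mM Hepes, 0.01% Triton X-100, pH 7.0 was preincubated 15 min at room temperature with compound. Then 40 uM arachidonic acid was added, 30 min. Hydroperoxide was read by Fe-XO absorbance ratio 573/405 nm.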
JMJD2A Tudor inh: blocks the human JMJD2A Tudor domain; O75164; AlphaScreen JMJD2A-Tudor / H3K4me3 peptide binding; Potency, µM (titrated, usually from 114 µM), for inactives: at the highest dose activity change, negative = inhibition, most hits filed as inhibitors; 4.4% of 390,000 active; AID 504339; note: potency is the fitted concentration of half-maximal effect; % is set by controls: 0 for no effect and ±100 for the full control effect; nearly all actives have a fitted effect of over 50% in size
Target sequence (O75164 whole entry, looked up, the tested form may be a part): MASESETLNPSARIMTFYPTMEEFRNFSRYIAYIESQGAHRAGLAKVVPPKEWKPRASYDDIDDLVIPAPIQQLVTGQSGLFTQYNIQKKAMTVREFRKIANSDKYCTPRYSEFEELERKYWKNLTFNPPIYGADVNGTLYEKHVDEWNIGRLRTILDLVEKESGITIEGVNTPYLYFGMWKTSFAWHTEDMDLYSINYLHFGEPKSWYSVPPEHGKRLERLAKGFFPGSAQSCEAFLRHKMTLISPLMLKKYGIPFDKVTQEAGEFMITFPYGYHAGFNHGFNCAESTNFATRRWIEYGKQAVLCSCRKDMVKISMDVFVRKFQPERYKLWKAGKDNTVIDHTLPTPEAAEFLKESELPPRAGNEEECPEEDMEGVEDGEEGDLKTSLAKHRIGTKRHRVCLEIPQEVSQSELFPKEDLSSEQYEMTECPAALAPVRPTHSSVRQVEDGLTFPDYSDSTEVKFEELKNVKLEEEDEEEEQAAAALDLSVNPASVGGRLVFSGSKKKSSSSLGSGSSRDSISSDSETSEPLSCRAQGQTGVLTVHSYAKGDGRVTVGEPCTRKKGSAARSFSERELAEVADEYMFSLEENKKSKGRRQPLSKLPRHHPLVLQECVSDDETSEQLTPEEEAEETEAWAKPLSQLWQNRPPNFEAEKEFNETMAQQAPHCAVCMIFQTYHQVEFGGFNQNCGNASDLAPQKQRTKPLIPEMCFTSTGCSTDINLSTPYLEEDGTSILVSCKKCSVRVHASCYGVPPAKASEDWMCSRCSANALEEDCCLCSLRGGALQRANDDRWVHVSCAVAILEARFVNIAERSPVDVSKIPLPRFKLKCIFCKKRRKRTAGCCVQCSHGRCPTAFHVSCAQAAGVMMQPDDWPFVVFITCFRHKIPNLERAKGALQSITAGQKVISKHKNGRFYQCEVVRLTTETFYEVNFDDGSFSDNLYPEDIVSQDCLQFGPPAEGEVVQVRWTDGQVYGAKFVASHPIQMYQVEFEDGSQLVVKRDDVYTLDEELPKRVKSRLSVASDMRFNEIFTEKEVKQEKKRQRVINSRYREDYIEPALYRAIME
BAZ2B block: BAZ2B (human) inhibition | Q9UIF8 | AlphaScreen BAZ2B-H3K14Ac peptide displacement | Potency, µM (doses to about 114 µM), without a hit: at the highest dose activity change, negative = inhibition, usual class: inhibitors | 4.4% of 360,000 active | AID 504333; note: potency is the fitted concentration of half-maximal effect; % is set by controls: 0 for no effect and ±100 for the full control effect; nearly all actives have a fitted effect of over 60% in size
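Compounds, titrated to a top concentration of 110 uM, were incubated 30 min at room temperature with preformed BAZ2B/acetyl-K14 H3 peptide complex (50 nM each). Proximity signal was measured by AlphaScreen after 20 min with beads.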
HP1b binding inh: inhibitors of HP1-beta chromodomain binding to methylated histone tails | Potency, µM (highest dose often 114 µM), without a hit: at the highest dose activity change, negative = inhibition, actives largely listed as inhibitors | 0.56% of 390,000 active | P83916 | AlphaScreen HP1-beta / biotin-H3K9me3 peptide binding; note: potency is the fitted concentration of half-maximal effect; nearly all actives have a fitted effect of over 70% in size; inactives centre near 23
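HP1-beta protein (50 nM final) preincubated 30 min at room temperature with biotinylated H3(1-18)K9me3 peptide (50 nM) in PBS pH 7.4, 0.01% Tween-20, then compound added for 30 min. AlphaScreen streptavidin donor/nickel chelate acceptor beads (10 ug/mL final), 30 min dark, luminescence read.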
* = called active by the depositor; ? = inconclusive; / = no result given; & = joins results of further samples; [ ] = dose if it differs, or a comment. Unless noted, calls come from the whole dose curve; as a rule, active = well fitted curve in the direction sought with a large enough effect; inconclusive = small, poorly fitted or top-dose-only effect, or another doubt; inactive = no such curve, though single readings can be large; an effect the other way counts as inactive or inconclusive. These rows are one share of the data (hit frequency here may not be typical).

SMILES | G9a inh | GLS inhibitor | ERG Ets-DNA blk | RGS4 inhibitor | PI4K2A inh | 12-LOX inh | JMJD2A Tudor inh | BAZ2B block | HP1b binding inh
Cc1cccc(NC(=O)c2cccc(C(F)(F)F)c2)c1 | 12% | -2% | -12% | 6% | -2 | -9% | 10% | 0% | 57%[activator]
CC(=O)NCC1CCCN(Cc2cn(-c3ccccc3F)nc2-c2cc(C)sc2C)C1 (stereo unspecified) | / | 7% | 0% | -14% | 5 | -9% | -24% | -9% | 14%
COC(=O)c1ccc(C(=O)Nc2ccc(F)cc2)cc1 | 3%[2.33 µM] | -2% | -11% | 12% | ? | 0% | -5% | -2% | 27%
CCOC(=O)C1(Cc2cccc(F)c2)CCN(Cc2ccon2)CC1 | 1% | 0% | -5% | 12% | 1 | -2% | -16% | -5% | -4%
COc1ccc(-n2c(Cc3cccn3C)nnc2SCC(=O)Nc2ccc(C(C)=O)cc2)cc1 | 50µM* | -6% | -10% | -27% | 7 | 456%[activator] | -25% | ? | 10%
O=C(Nc1ccon1)c1ccc(N2CCCCC2)c([N+](=O)[O-])c1 | -45% | -5% | -1% | 19%[11.4 µM] | -3 | -1% | ? | ? | -32%
COc1ccc(CCN2C(=O)N(c3ccc(F)cc3)C(=O)C2CC(=O)Nc2ccc(F)c(F)c2)cc1 (stereo unspecified) | -6%[59 µM] | 2% | 7% | -18% | -7 | ? | -22% | -12% | 24%
C/C(=N\NC(=O)c1cc(-c2ccc(C)s2)nc2ccccc12)c1cccnc1 | 4%[0.501 µM] | 5% | 1% | -16% | 0 | -17% | -11% | -2% | 47%[activator]
Cc1cc(OCCCn2ccnc2)cc(C)c1Cl | ? | 8% | -2% | 8% | 2 | ? | ? | / | 17%
Cc1ccc(-c2noc(C3CC(=O)N(c4ccc5c(c4)OCCO5)C3)n2)cc1 (stereo unspecified) | 4%[59 µM] | -10% | 3% | -22% | 4 | -8% | -22% | -13% | 70%[activator]
CC1=C(c2ccc(F)cc2)S(=O)(=O)N=C1N1CCC(C(=O)NCCc2cccc(C)c2)CC1 | -4%[59 µM] | -8% | 2% | -3% | 0 | ? | -16% | -12% | 18%
NC(=O)C1CCN(C(=O)CCNS(=O)(=O)c2cc(Br)cnc2N)CC1 | 13% | -13% | 11% | -4% | 6 | 2% | -3% | -3% | 29%
CC1(C)CC(=O)C/C(=N/NC(=O)COc2ccc3ccccc3c2Br)C1 | / | 12% | -8% | -7% | 3 | 7% | ? | -24% | 25%
C=CCSc1nnc(NC(=O)c2ccc(NC(C)=O)cc2)s1 | -5% | -23% | -5% | -22%[56.9 µM] | 9 | 12% | -9% | -4% | 77%[activator]
Cc1cc2c(s1)c1cnn(CC(=O)NCCc3ccccc3)c(=O)c1n2C | ? | -3% | -1% | -26% | 2 | -9% | -13% | -36% | 31%
CC(=O)c1cccc(NC(=O)NCc2ccco2)c1 | ? | -2% | 1% | 15% | 2 | -6% | -29% | -2% | 0%
Cc1nnn(C23CC4CC(CC(C4)C2)C3)n1 | 4%[59 µM] | 4% | 7% | 20% | -1 | 14% | 1% | -6% | 15%
CCc1ccccc1NC(=O)Cn1nnc2sc3c(c2c1=O)CCC(C(C)(C)C)C3 (stereo unspecified) | -4%[59 µM] | -1% | -2% | 34% | 2 | ? | -18% | -18% | 14%
Cc1c(Cl)cccc1NC(=O)C1CC(=O)N(C2CCCC2)C1 (stereo unspecified) | / | 7% | -2% | 1% | -2 | 14% | -6% | / | -7%[57 µM]
CCCC(=O)Nc1sc(Cc2ccccc2)c(C)c1C(N)=O | 3.5µM* | -13% | -10% | -46% | -2 | ? | -23% | -26% | ?
O=C(Cn1ncc2c([nH]c3ccccc32)c1=O)N1CCN(c2ccc(F)cc2)CC1 | 13% | -9% | -2% | 9%[11.4 µM] | -1 | -1% | ? | -17% | -11%
CC1CCC(Nc2ncnc3onc(-c4ccc(F)cc4)c23)CC1 (stereo unspecified) | 4%[59 µM] | -7% | -6% | -21% | 0 | -27% | 24% | 28%[57.1 µM] | 51%[activator]
CCOC(=O)CNC(=O)C12CC3CC(CC(C3)C1)C2 | 34%[12.7 µM] | 8% | 1% | 8% | 5 | 9% | -8% | -19% | 17%
Cc1nn(Cc2nnc(SCC(=O)Nc3cccc(C(F)(F)F)c3)n2C)c(C)c1[N+](=O)[O-] | / | -1% | 18% | 1% | 1 | 0% | -26% | -29% | 42%
CN(CC1CCCO1)S(=O)(=O)c1ccc(C(=O)Nc2ccc3c(c2)OCO3)cc1 (stereo unspecified) | -24% | -1% | -1% | 8% | 4 | 7% | -12% | -2% | 23%
COc1ccccc1N1CCN(C(=O)C2CCN(S(=O)(=O)c3cccc4nonc34)CC2)CC1 | -3%[59 µM] | 13% | 0% | -11% | 4 | -4% | -19% | -18% | -8%
CCCN1CCN(CCCNC(=O)c2ccc3c(c2)NC(=O)c2ccccc2S3)CC1 | -10% | 11% | -4% | 2% | 2 | -2% | -12% | -8%[57.1 µM] | 12%
CC(C)c1nn2c(=O)cc(COC(=O)c3ccccc3NC(=O)c3cccs3)nc2s1 | -3%[12.7 µM] | -4% | -1% | 6% | 9 | -17% | 4% | -2% | 45%[activator]
COc1ccc(N(C)S(=O)(=O)c2cccc(C(=O)NC3CCCCC3C)c2)cc1 (stereo unspecified) | 9% | -11% | 6% | -36% | 1 | 7% | ? | -8% | 26%
O=C(CSc1cccc[n+]1[O-])c1ccc(Cl)cc1 | 4.5µM* | 10% | -2% | -4% | 4 | -17% | -10% | -16% | 32%
O=C(Nc1ccc(Cl)cc1)C1CCN(S(=O)(=O)c2ccc(Br)s2)CC1 | 0%[59 µM] | 0% | 6% | -12% | -3 | ? | -2% | 1% | 31%
CCN(CC)C(=O)c1ccccc1NC(=O)c1ccccc1 | 12% | 7% | -12% | 22% | 1 | 5% | -10% | 17% | 35%
O=C(CCN1C(=O)C2C3C=CC(C3)C2C1=O)Nc1c(F)cc(F)cc1Br (stereo unspecified) | 2%[12.7 µM] | -4% | -6% | 18% | -1 | 88%[activator] | 5% | 3% | 54%[activator]
COc1c(C)cccc1C(=O)Nc1cc(Cl)ccc1N1CCOCC1 | -6%[12.7 µM] | 1% | -6% | -20% | -1 | 14% | 16% | 8% | 53%[activator]
CC1CCCCN1c1csc2ccc(F)cc2c1=O (stereo unspecified) | ? | 0% | 1% | -32% | -3 | 6% | -25% | -16% | 20%[57 µM]
CSCCC(NS(=O)(=O)c1ccc2c(c1)OCCO2)C(=O)N(C)Cc1ccc(C)cc1 (stereo unspecified) | -14% | -1% | 9% | -22% | 0 | -28% | ? | -33% | 2%
Cc1ccc2c(c1)N(C(=O)C1CCN(S(=O)(=O)c3c(C)noc3/C=C/c3ccccc3F)CC1)CCO2 | -3%[59 µM] | 5% | 0% | 0% | -2 | -19% | -19% | -12% | 14%[57 µM]
O=C(CCNC(=O)c1ccccc1Cl)Nc1nc2ccccc2s1 | 2% | -6% | 7% | 12% | -1 | 7%&23% | -10% | -11% | 6%
Cc1cccc(C)c1NC(=O)c1ccc(OCc2c(C)noc2C)cc1 | / | 1% | 0% | 10% | -2 | 4% | -13% | / | 34%[activator]
Cc1cc(C(=O)NC(C)C2CCCO2)no1 (stereo unspecified) | / | 8% | -2% | 43% | -6 | -1% | -12% | 1% | 34%
COc1ccc(NS(=O)(=O)c2ccc(O)c(C(=O)OCC(=O)N3CCCCC3)c2)cc1 | 10%[59 µM] | -6% | 1% | -36% | -2 | -24% | -2% | -3% | 31%
CCN(CC)C(=O)Cn1cnc2ccccc2c1=O | 20µM* | -4% | -7% | -4% | 4 | -4% | -7% | 22% | 44%[activator]
CCC1(C)Cc2c(sc3c2c(=O)n(C)c2nnc(SCCc4ccccc4)n32)CO1 (stereo unspecified) | -11% | 0% | -5% | -10% | -5 | 18% | -6% | -4% | 30%
Cc1cccc(NC2=Nc3ccccc3N3C2=Nc2c(c(C)nn2-c2ccccc2)C3c2ccc(O)c(O)c2)c1 (stereo unspecified) | 39%[activator] | 1% | 1% | -9% | 13 | 0% | -16% | 3%[57.1 µM] | 50%[activator]
O=C(NCC1(O)CCCCC1)C1CCC(=O)N(CCc2ccccc2)C1 (stereo unspecified) | / | 4% | -4% | 21% | -2 | 9% | -6% | -1% | 24%
Cc1nn(-c2ccc(F)cc2)c2sc(C(=O)OCC(=O)N3CCC(C)CC3)cc12 | ? | -20% | 6% | -22% | 6 | 0% | -19% | -13% | 9%
COc1ccc(-c2noc(CCC(=O)N3CCN(c4ccccc4Br)CC3)n2)cc1 | / | 1% | 7% | 11% | -2 | 2% | -11% | / | 24%
Cc1ccc(C2c3[nH]c4ccccc4c3C[C@H]3C(=O)N(c4ccccc4C(=O)NCCN4CCOCC4)C(=O)N23)cc1 (stereo partly specified) | 26%[12.7 µM] | 2% | 7% | 17% | 1 | -12% | -29% | ? | 2%
